Screening results from PubChem BioAssay.
SENP6 block – SENP6 protease inhibitors, primary screen, biochemical, luminescence, uHTS. Sentrin-specific protease 6 (Homo sapiens), Q9GZR1. Recombinant SENP6 catalytic domain, aminoluciferin luminescence. inhibition, % at 10 µM. hit rate 1.8% among 330,000;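 active means inhibition above about 50% at the single tested dose, limit read from the data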;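 further: plate controls were DMSO wells with enzyme for no effect and DMSO wells lacking enzyme for full effect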
Target sequence (Q9GZR1 628-1112 limits assumed): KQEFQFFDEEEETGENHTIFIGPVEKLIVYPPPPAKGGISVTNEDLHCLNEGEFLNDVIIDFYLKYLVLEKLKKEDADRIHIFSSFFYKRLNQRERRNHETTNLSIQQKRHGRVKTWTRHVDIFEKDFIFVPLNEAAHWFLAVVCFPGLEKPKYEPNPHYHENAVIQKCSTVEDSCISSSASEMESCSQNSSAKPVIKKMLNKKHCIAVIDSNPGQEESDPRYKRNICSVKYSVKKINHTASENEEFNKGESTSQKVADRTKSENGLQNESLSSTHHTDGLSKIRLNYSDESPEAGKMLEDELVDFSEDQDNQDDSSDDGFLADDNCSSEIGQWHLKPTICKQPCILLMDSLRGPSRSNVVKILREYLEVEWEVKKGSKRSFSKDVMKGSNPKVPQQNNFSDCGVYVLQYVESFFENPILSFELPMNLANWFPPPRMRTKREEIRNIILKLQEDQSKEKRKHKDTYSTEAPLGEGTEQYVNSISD
HKDC1 inh – HKDC1 hexokinase inhibitors, primary screen, biochemical, fluorescence, uHTS | recombinant HKDC1, G6PDH/diaphorase resazurin coupled fluorescence | inhibition, % at 20 µM | hit rate 0.16% among 340,000;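 active means inhibition above about 35% when tested at 20 µM, limit read from the data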;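 further: plate controls were DMSO wells with enzyme for no effect and DMSO wells lacking enzyme for full effect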
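Material – in-house recombinant HK5 (HKDC1) enzyme · Quantity – HKDC1 at 5 µg/mL · Buffer or medium – pH 8.0 Tris buffer with 10 mM MgCl2 · Reagent – glucose with 1 mM ATP · Dosing – single 20 µM dose · Times – reaction time 90 min, room temperature, protected from light · Technique – resorufin fluorescence at 613 nm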
Apaf1 inhib – inhibitors of human Apaf-1 apoptosome, primary screen, biochemical, DEVD-Rh110 fluorescence, uHTS; inhibition, % at 20 µM; hit rate 0.71% among 330,000; AID 489030, 2010; reconstituted apoptosome caspase-3 activity; active means inhibition of at least 40% at 20 µM;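 further: plate controls were DMSO wells for no effect and DEVD-CHO caspase inhibitor wells for full effect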
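System: Apoptosome proteins | Medium: Hepes pH 7.5 with detergent and BSA | Also added: Cytochrome c trigger plus (Z-DEVD)2-Rh110 caspase-3 substrate | Incubation: 30 min compound preincubation, 50 min activation, room temperature | Detection: Rhodamine 110 fluorescence at Ex 480/Em 540 nm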
SENP7 inh – SENP7 protease inhibitors, primary screen, biochemical, luminescence, uHTS. inhibition, % at 5 µM. AID 434973, 2010. Sentrin-specific protease 7 (Homo sapiens), Q9BQF6. hit rate 1.5% among 330,000. recombinant SENP7, Z-RLRGG-aminoluciferin luminescence, 40 min;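 active means inhibition above about 50% at the single test dose, limit read from the data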;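 further: plate controls were DMSO with enzyme for no effect and no enzyme buffer wells for full effect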
Target sequence (Q9BQF6 706-1050 limits assumed): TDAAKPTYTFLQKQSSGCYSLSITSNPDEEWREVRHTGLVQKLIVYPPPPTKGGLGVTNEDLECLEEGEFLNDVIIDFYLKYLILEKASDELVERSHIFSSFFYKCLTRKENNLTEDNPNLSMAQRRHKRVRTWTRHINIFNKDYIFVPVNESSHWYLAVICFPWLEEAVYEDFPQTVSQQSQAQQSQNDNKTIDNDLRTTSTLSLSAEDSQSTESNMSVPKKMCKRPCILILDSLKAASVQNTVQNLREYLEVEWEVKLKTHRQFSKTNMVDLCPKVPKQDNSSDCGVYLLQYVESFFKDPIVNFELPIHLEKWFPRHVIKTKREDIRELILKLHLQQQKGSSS
SENP1 inh – human SENP1 catalytic domain inhibitors, primary screen, biochemical, FRET, uHTS. Sentrin-specific protease 1 (Homo sapiens), Q9P0U3. recombinant SENP1 catalytic domain, CyPet-SUMO1-YPet FRET cleavage. inhibition, % at 10 µM. hit rate 0.21% among 360,000. AID 624204, 2012;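 active means inhibition at least 30% at 10 µM, raw YFP signal under a set limit, fluorescence ratio 0.5 to 1.5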;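 further: 0% = enzyme with DMSO and 100% = no enzyme wells; some results filed as inactive read as strong as hits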
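Test system: hSENP1 catalytic domain, recombinant; Amount: 20 pM final SENP1 enzyme; Medium: Tris pH 8 buffer plus EDTA, NaCl, BME, BSA, NP40, catalase; Schedule: 50 min enzyme reaction, room temperature, light-protected; Technique: FRET fluorescence in CFP and YFP emission channels; Controls: no-enzyme wells low, DMSO-plus-enzyme wells high control.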
SENP8 block-1 – SENP8 protease inhibitors, primary screen, biochemical, luminescence. AID 2540, 2010. purified SENP8, Z-RLRGG-aminoluciferin cleavage. inhibition, % at 10 µM. hit rate 1.2% among 330,000; in the data active means inhibition above about 50%
Target sequence (Q96LD8 whole entry, looked up): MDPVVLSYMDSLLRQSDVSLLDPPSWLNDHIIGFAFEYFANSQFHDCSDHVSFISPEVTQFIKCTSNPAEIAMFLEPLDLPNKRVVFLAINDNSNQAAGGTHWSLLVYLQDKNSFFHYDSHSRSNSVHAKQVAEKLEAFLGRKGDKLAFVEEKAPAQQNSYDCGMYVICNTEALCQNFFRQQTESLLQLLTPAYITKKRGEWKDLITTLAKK
PfG6PD inh – PfG6PD enzyme inhibitors, primary screen, biochemical, fluorescence intensity, uHTS; inhibition, % at 20 µM; PfGluPho enzyme, NADPH resazurin-diaphorase fluorescence; glucose-6-phosphate dehydrogenase-6-phosphogluconolactonase (Plasmodium falciparum 3D7); hit rate 0.78% among 350,000;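 active means inhibition reaching at least a set limit at 20 µM in the primary screen, cut at about 59% in these data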;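 further: 0% = DMSO wells with substrate and 100% = DMSO wells lacking glucose-6-phosphate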
SENP8 block-2 – human SENP8 protease inhibitors, primary screen, biochemical, fluorescence, Nedd8 protein substrate, uHTS; recombinant SENP8; AID 602440, 2012; hit rate 0.64% among 360,000; inhibition, % at 20 µM; in the data active means inhibition mostly above about 40%, no sharp cut-off; inactive means mostly below about 27%
* = called active by the depositor; / = not tested or not shown. Outcome played no part in choosing rows (roughly 3.6% active in at least one column).

SMILES	SENP6 block	HKDC1 inh	Apaf1 inhib	SENP7 inh	SENP1 inh	SENP8 block-1	PfG6PD inh	SENP8 block-2
COc1cccc(C(C#N)N2CCOCC2)c1 (stereo unspecified)	5	-3	6	1	1	-5	-9	18
COCCCC1CCN(C(=O)c2cc(COc3ccc(C)nc3)on2)CC1	-7	-1	14	0	-2	-1	-15	3
CC(Oc1cccc(F)c1)C(=O)/C=C\N(C)C (stereo unspecified)	12	-11	-11	9	-29	-9	-7	12
Cc1ccc(S(=O)(=O)N2CCN(c3ccccc3)CC2)c(C)c1	8	-2	14	-12	2	-1	-11	13
CN(c1ccccc1)S(=O)(=O)CS(=O)(=O)N(C)c1ccccc1	/	-6	/	/	2	/	35	6
N#Cc1cccnc1N1CCN(C(=O)c2ccco2)CC1	-18	-3	-9	1	1	1	10	-387
Cn1nc(-c2ccccc2)nc1-c1ccccc1	-24	-9	-2	4	-2	-14	6	9
S=c1[nH]nc(-c2ccco2)n1/N=C/c1ccc(Cl)c(Cl)c1	-17	15	-14	-7	2	-2	22	18
CCN(CC(=O)Nc1cc(Cl)ccc1C)C(=O)c1cc(S(=O)(=O)N2CCCCCC2)ccc1OC	-3	-4	5	7	1	-6	2	3
Cc1ccc(NC(=O)COC(=O)CN2C(=O)c3ccccc3C2=O)cc1	16	-1	-12	3	4	0	3	17
COc1cc(C(=O)Nc2nc(-c3cc(C)ccc3C)c(C)s2)ccc1OCC(=O)Nc1ccc(F)cc1	-2	-9	16	-1	-1	1	-4	-115
O=C(CN1C(=O)c2cccnc2Oc2ccc(Cl)cc21)NC1CCCCCC1	9	-4	2	4	4	0	10	13
COC(=O)c1ccc(Cn2cc(Cl)cn2)o1	1	-8	-17	1	0	0	-12	8
CCOC(=O)c1cc2[nH]c3ccccc3c2[n+](-c2ccc([N+](=O)[O-])cc2)c1C	-5	-16	13	-3	2	-12	8	13
C[C@@H]1NC(=O)c2cc([N+](=O)[O-])cc(I)c2NCCCC[C@@H](C(N)=O)NC(=O)[C@H](CC(N)=O)NC1=O	12	5	1	-1	/	0	31	/
O=C(c1ccc2c(c1)OCO2)N1CCN(c2ccccc2)CC1	16	-8	-2	4	1	2	-8	23
CCCCN(CC)CCNC(=O)c1cc2cc3ccc(Cl)cc3nc2o1	6	-6	8	-2	-1	1	-7	-184
CC1(C)CC(NC(=O)C23CCC(C)(C(=O)C2)C3(C)C)CC(C)(C)N1 (stereo unspecified)	-1	-9	-14	9	0	2	-1	17
Cc1cc(S(=O)(=O)N2CCCC2)ccc1OCC(=O)NCc1ccccn1	-10	-3	-3	-5	-2	-1	11	13
C=CC[C@@H](CC(=O)N[C@@H](CO)Cc1ccccc1)C(=O)N[C@H](COC(=O)[C@H](CC=C)CC(=O)OC(C)(C)C)Cc1ccccc1	0	-5	-1	5	6	-10	-26	-2
Cc1[nH]c2ccccc2c1C(=O)C(=O)N1CCN(c2ccccc2F)CC1	4	-5	-1	1	1	5	-15	12
COc1ccc(CCNC(=O)CCC(=O)N2CCN(S(=O)(=O)c3ccccc3)CC2)cc1OC	-16	-9	-15	-5	-1	-10	8	48*
O=C1CC(c2ccc3c(c2)OCCO3)Oc2ccc([N+](=O)[O-])cc21 (stereo unspecified)	99*	8	6	98*	0	96*	-14	20
COCc1cc(C)nc(SCc2nc3ccccc3c(=O)[nH]2)c1C#N	-11	-8	14	5	-28	-3	42	-397
COc1cc(Cl)c(CN2CCCC(CO)(Cc3ccccc3)C2)cc1OC (stereo unspecified)	20	1	-3	8	-16	-3	10	12

Reprinted from the part before: 5 compounds, followed by the next part.
SMILES	SENP6 block	HKDC1 inh	Apaf1 inhib	SENP7 inh	SENP1 inh	SENP8 block-1	PfG6PD inh	SENP8 block-2
Cc1[nH]c2ccccc2c1C(=O)C(=O)N1CCN(c2ccccc2F)CC1	4	-5	-1	1	1	5	-15	12
COc1ccc(CCNC(=O)CCC(=O)N2CCN(S(=O)(=O)c3ccccc3)CC2)cc1OC	-16	-9	-15	-5	-1	-10	8	48*
O=C1CC(c2ccc3c(c2)OCCO3)Oc2ccc([N+](=O)[O-])cc21 (stereo unspecified)	99*	8	6	98*	0	96*	-14	20
COCc1cc(C)nc(SCc2nc3ccccc3c(=O)[nH]2)c1C#N	-11	-8	14	5	-28	-3	42	-397
COc1cc(Cl)c(CN2CCCC(CO)(Cc3ccccc3)C2)cc1OC (stereo unspecified)	20	1	-3	8	-16	-3	10	12
O=C(O)c1c(NC(=O)N2CCCC2)sc2c1CCCC2	9	4	4	8	2	-10	10	-11
Cc1occc1C(=O)N/N=C/c1ccc2c(c1)OCO2	100*	2	-25	99*	1	96*	-6	3
CCC(C(=O)Nc1ccc([N+](=O)[O-])cn1)c1ccccc1 (stereo unspecified)	6	0	4	0	1	-5	-22	-9
CCCCNC(=O)C1CCN(C(=O)Nc2ccc(C)cc2)CC1	5	-3	-2	3	1	-5	0	7
COc1ccc(CN2CCN(C(=O)CCC(=O)Nc3nnc(C4CCCCC4)s3)CC2)cc1F	-2	-3	19	10	1	-6	-12	11
CC(=O)N1CCN(C(=O)COc2ccc3oc4c(c3c2)CCCC4)CC1	3	-1	7	3	-1	5	3	0
Cc1ccccc1-c1nn(-c2ccccc2)cc1C(=O)NCC(c1ccco1)N1CCCC1 (stereo unspecified)	-18	-1	15	-4	-7	-1	12	8
O=C(CC1c2ccccc2Oc2ccccc21)N1CCN(c2ccccn2)CC1	-4	-3	11	0	1	7	5	-11
C=C(C(=O)O)C1CCC2(C)CCCC(C)(O)C2C1 (stereo unspecified)	-8	-2	-6	-6	4	-3	0	48*
COc1cccc(NC(=O)CSc2nc3c(sc4ccccc43)c(=O)n2CCN(C)C)c1	11	-2	4	-4	6	-9	-3	-438
C/C(O)=c1/cnc2nc3ccccc3n2c1=O	-39	3	-7	-9	3	-16	2	-357
COc1cc(/C=N/NC(=O)COc2ccc(-n3cnnn3)cc2)ccc1OCC(N)=O	-15	-1	1	-15	2	-12	23	11
O=C(COC(=O)CNC(=O)c1ccc([N+](=O)[O-])o1)Nc1ncc(C(F)(F)F)cc1Cl	20	-1	2	14	-1	0	15	22
CC(C)C[C@H](NC(=O)c1[nH]cnc1C(=O)N[C@@H](C)c1ccccc1)C(=O)OCc1ccccc1	-11	-4	32	8	-1	2	27	13
O=C(CCCCCCCCC(=O)N/N=C/c1ccco1)N/N=C/c1ccco1	11	-6	-2	2	-6	-2	-5	13
CC(C)OC(=O)CSc1nnc(Cc2ccccc2)n1CC1CCCO1 (stereo unspecified)	-12	-4	4	1	1	0	1	10
Cc1nn(CCCC(=O)Nc2cc(Oc3ccccc3)cc([N+](=O)[O-])c2)c(C)c1[N+](=O)[O-]	-13	-1	-8	0	1	-3	22	19
CC1=NN(c2ccccc2)C(=O)/C1=C/c1cn(C)c2ccccc12	-13	-1	7	-7	4	-9	4	28
O=C(Nc1ccc(S(=O)(=O)NCC2CCCO2)cc1)c1ccc(F)cc1 (stereo unspecified)	-3	1	3	-1	3	6	9	-2
Cc1csc(NC(=O)CSc2nc(C)nc3c2c(=O)n(C)c(=O)n3C)n1	-8	-5	8	0	-2	2	5	9
CC(C)Oc1ccc(CCC(=O)NNC(=O)CCC(=O)O)cc1	15	-9	-19	-2	2	4	10	24
Cc1nn(Cc2cccc(C(=O)NN)c2)c(C)c1Cl	-10	6	5	8	2	2	4	16
COCCNc1ncnc2c1[nH]c1ccccc12	-29	4	9	8	-10	-6	-8	-213
Cc1cc(SCC(=O)N/N=C/c2ccc(O)cc2O)nc2ccccc12	7	-25	-2	2	-5	3	-37	8
Cc1ccc(C(=O)N2CCN(S(=O)(=O)c3ccccc3)CC2)s1	-21	-4	7	8	-5	-9	-6	3

(listing goes on)
SMILES	SENP6 block	HKDC1 inh	Apaf1 inhib	SENP7 inh	SENP1 inh	SENP8 block-1	PfG6PD inh	SENP8 block-2
Cc1ccccc1OCCCC(=O)NC1CCCCC1	-27	-5	16	-15	0	-1	-11	5
CCCCN(C)C(=O)c1nc2ccccn2c1CN1CCC[C@H]1C(=O)OC	0	8	9	4	-1	8	-6	2
CN(c1cccc(Cl)c1)S(=O)(=O)c1cccc(C(=O)Nc2nc3ccccc3[nH]2)c1	-5	-13	9	4	1	3	-16	-65
Cc1cc(NC(=O)C(C)SCC(=O)OC(C)C(=O)Nc2ccc(F)cc2Cl)no1 (stereo unspecified)	0	-3	2	-5	3	10	-3	-6
CC1C(=O)N2CCCc3cc(NC(=O)C(=O)NCCc4ccccc4)cc1c32 (stereo unspecified)	2	6	9	1	-2	-5	-5	3
Clc1ccc(-c2ccccc2)nn1	5	-1	-7	-2	0	-7	1	-4
Cn1c(CNC(=O)c2ccco2)nnc1SCC(=O)c1ccccc1	-8	-4	-23	5	3	-2	-1	13
CN(C(=O)CSc1nnc2ccccn12)c1c(N)n(Cc2ccccc2)c(=O)[nH]c1=O	-23	-3	-10	3	1	-7	-10	18
COC(=O)Cn1c(CN2CCOCC2)nc2c1c(=O)[nH]c(=O)n2C	-7	-7	-1	10	1	1	3	11
CCOc1ccc(N2CC(C(=O)Nc3cccc(S(=O)(=O)N4CCCCC4)c3)CC2=O)cc1 (stereo unspecified)	-3	-4	17	6	-1	1	10	6
Cc1cc(C(=O)CSc2nnc(-c3ccccc3)n2C)c(C)n1C	-9	-7	7	2	1	3	8	9
Cc1cccc(NC(=O)Nc2c(C)n(C)n(-c3ccccc3)c2=O)c1	-1	-6	8	-6	1	-19	-9	11
Cc1cc(C(=O)OC(C)C(=O)Nc2cccc(S(=O)(=O)N3CCOCC3)c2)c(C)o1 (stereo unspecified)	-5	-1	8	2	0	5	8	10
COc1ccc2[nH]c(=O)c(CN(C(=O)C3CCCO3)c3ccc(C)cc3)cc2c1 (stereo unspecified)	-18	-5	8	-4	-6	-5	2	-420
CC(=O)Nc1ccc(-n2c(C)ccc2-c2ccccc2)cc1	6	2	10	6	-2	0	0	24
COc1ccccc1/C=C/C(=O)NCC(=O)N/N=C(/C)c1ccco1	-15	-5	-3	3	2	-9	-13	-102
Cc1ccc(S(=O)(=O)N2CCOCC2)cc1C(=O)OC1CCCCC1=O (stereo unspecified)	8	-10	5	4	-1	-4	-2	-1
Cc1noc(C)c1NC(=O)Nc1cccc2c1O[C@H](CN(C)S(=O)(=O)c1cn(C)cn1)[C@@H](C)CN([C@H](C)CO)C2=O	22	-3	-4	4	-1	1	-17	10
O=C(COC(=O)C1CCN(S(=O)(=O)c2cccc3cccnc23)CC1)c1ccc(F)cc1	6	5	6	1	2	-12	-36	22
CC(Oc1ccc(Cl)cc1Cl)C(=O)Nn1cnnc1 (stereo unspecified)	-5	-1	-1	7	1	-4	-12	6
